C2C12 statin – suppression of simvastatin myotoxicity | 330,000 tested, 0.78% active | AID 602340 | rescue of ATP level, % at 7.49 µM | C2C12 myotubes + simvastatin, ATP luminescence, 48 h; scaled: DMSO 0, geranylgeraniol control 100;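 active = mean ATP rescue above about 67%, or every replicate alone reaching that limit, limit read from the data, passing the limit was not always enough; inconclusive = no clear call, values can overlap the other calls; inactive = mean under the limit and some replicate under it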;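 also: myotubes were challenged with 10 µM simvastatin during compound exposure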
PGC1a acetyl inh – lowers PGC1a acetylation signal in U2OS cells. AlphaScreen anti-acetyl-lysine; with virally co-expressed GCN5 acetyltransferase. inhibition, % at 15.6 µM. 350,000 tested, 0.17% active. AID 651687;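 active = every replicate shows inhibition of at least 40%; inconclusive = mean inhibition at least 40% but some replicate below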;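 also: 0% = neutral control wells and 100% = positive control wells; some results beyond the cut were filed as inactive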
PglD DTNB – inhibitors of Campylobacter jejuni PglD acetyltransferase. AID 602405. inhibition, % at 12.5 µM. purified PglD enzyme, DTNB colorimetric CoA detection. 360,000 tested, 0.098% active; in the data active = inhibition above about 16%, passing the limit was not always enough; inconclusive = no clear call, values can overlap the other calls; also: strong numbers were not always called active
miR122 inh – blocks miR-122 activity in Huh7 sensor cells; activation (reporter increase), % at 12.5 µM; AID 602342; Huh7 miR-122 Renilla luciferase sensor, 48 h; neutral wells = 0, positive control = 100; 340,000 tested, 0.3% active;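 active = mean replicate activation score at least 90 and every replicate individually at or above 90; inconclusive = only one of the two criteria met; inactive = neither criterion met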;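 also: higher luciferase means less miR-122 activity so hits act as miR-122 inhibitors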
FN deposition inh – fibronectin deposition inhibition | AH1F fibroblasts, Alexa488-fibronectin deposition fluorescence, overnight | inhibition, % at 12.6 µM | 350,000 tested, 0.086% active | AID 743247;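 active = mean inhibition across replicates of 30% or more, regardless of how many single replicates reach that level; inconclusive = mean under 30% yet at least half of replicates reach 30%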;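 also: positive control wells lacked labelled fibronectin entirely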
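material = AH1F fibroblast monolayer depositing Alexa488-labelled fibronectin into matrix | amount = 10000 AH1F cells/well | buffer or medium = DMEM plus 2% serum, read in PBS | incubation = 1 h cell adhesion before compound, then overnight fibronectin incubation | detection = fluorescence at 485 nm excitation, 525 nm emission | evaluation = percent inhibition as loss of matrix-bound fibronectin fluorescence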
GSIS activator – primary screen for activators of insulin secretion dependent on glucose, INS-1E cells, GLuc reporter luminescence; activation, % at 16.6 µM; AID 743287; 370,000 tested, 0.61% active; INS-1E GLuc reporter insulin secretion, 2-3 h;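 active = lowest replicate activation of at least 40%, so every replicate reaches that level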;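 also: 0% = median of neutral control wells and 100% = median of IBMX positive control wells; some compounds called inactive have numbers as strong as hits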
Cneo AK release – causes C. neoformans cell lysis; lysis activity, % at 15 µM; AID 651654; adenylate kinase release luminescence, 4 h; normalised: neutral wells 0, clomiphene wells 100; 360,000 tested, 0.2% active;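 active = mean lysis activity across replicates of at least 80%, whatever share of replicates individually reach that level; inactive = mean lysis activity below 80%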
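Assay system: log-phase C. neoformans yeast / Quantity: yeast cell density of 5 × 10^6 cells/mL / Medium: fresh YPD growth medium / Compound: single dose / Timing: static 4 h at 37 °C with compound, 1 h detection / Measured by: adenylate kinase release luminescence / Read-out: lysis from increased AK signal / Benchmarks: Clomiphene as positive lysis control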
CFTR F508del cor – correctors of CFTR F508del function in bronchial epithelial cells. activity (quench increase), % at 7.58 µM. 350,000 tested, 0.36% active. AID 720511. CFBE cells, YFP halide quenching; stimulated with forskolin plus potentiator P3; % fluorescence drop versus neutral controls;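 active = mean added fluorescence quench of at least 8% versus neutral control, with both replicates also reaching 8%; inconclusive = only one of the mean or replicate conditions met; inactive = mean below 8% and not both replicates reaching 8%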;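 also: cells transiently co-express mutant CFTR-F508del with the halide-sensitive YFP; corrector assay measuring rescue of mutant channel to the surface after 24 h compound exposure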
* marks the source's active call; other numbers are inactive results; ? = inconclusive; . = no result given; [ ] = another dose, or the depositor's remark.

SMILES | C2C12 statin | PGC1a acetyl inh | PglD DTNB | miR122 inh | FN deposition inh | GSIS activator | Cneo AK release | CFTR F508del cor
CCOC(=O)c1c(NC(=O)c2cccnc2)sc(C)c1C | 26 | 11 | 1 | -4 | . | 15 | 0 | .
Cc1cc(-c2ccccc2)nc(Oc2ccc(C(C)(C)C)cc2)c1S(C)(=O)=O | -50 | -10 | -10 | 5 | . | . | 3 | .
Cc1ccc(S(=O)(=O)c2nc(Cc3ccccc3)oc2N2CCOCC2)cc1 | 8 | -4 | 0 | -3 | 3 | 10 | 1 | 1.5
Cc1occc1-c1nnc(SCC(=O)O)n1-c1ccccc1 | 10 | 1 | 2 | -3 | 0 | 20 | -3 | 0.9
Cc1cc(C)cc(N2C(=O)C=CC2=O)c1 | ? | -37 | -3 | 2 | 9 | . | -4 | -0.9
CC(C)C(OC(=O)c1nsc(Cl)c1Cl)C(=O)NC(C)(C)C (stereo not drawn) | . | -8 | . | . | 8 | 4 | . | 2.3
Cc1ccc([C@H]2C[C@@H](O)[C@H](n3cc(COC(=O)c4ccccc4)nn3)CN2C(=O)C2CCCCC2)cc1 | 2 | . | 1 | 1 | -5 | -19 | -2 | 0.1
O=C(NCc1ccccc1Cl)C1CC(=O)N(Cc2ccccc2)C1 (stereo not drawn) | . | -3 | . | . | 0 | -12 | . | -2.2
Cn1c(=O)c2c(ncn2CC(=O)Nc2nc(-c3ccccc3Cl)cs2)n(C)c1=O | -4 | -11 | -3 | 3 | . | . | -2 | .
O=C(C[C@H]1CC[C@H]2[C@@H](COC[C@@H](O)CN2C(=O)c2ccncc2)O1)NC1CCC1 | -28 | 8 | -4 | 5[16.7 µM] | -2 | 6 | -2 | -0.6

Just C2C12 statin and GSIS activator, for 4 of the compounds above:
Molecule | C2C12 statin | GSIS activator
Cc1ccc([C@H]2C[C@@H](O)[C@H](n3cc(COC(=O)c4ccccc4)nn3)CN2C(=O)C2CCCCC2)cc1 | 2 | -19
O=C(NCc1ccccc1Cl)C1CC(=O)N(Cc2ccccc2)C1 (stereo not drawn) | . | -12
Cn1c(=O)c2c(ncn2CC(=O)Nc2nc(-c3ccccc3Cl)cs2)n(C)c1=O | -4 | .
O=C(C[C@H]1CC[C@H]2[C@@H](COC[C@@H](O)CN2C(=O)c2ccncc2)O1)NC1CCC1 | -28 | 6

(further entries)
SMILES | C2C12 statin | PGC1a acetyl inh | PglD DTNB | miR122 inh | FN deposition inh | GSIS activator | Cneo AK release | CFTR F508del cor
O=C1O[C@@H](c2ccccc2)[C@@H](c2ccccc2)N2[C@@H](c3ccc(O)cc3)[C@]3(C(=O)Nc4ccc(C#CC5(O)CCCCCC5)cc43)[C@@H](C(=O)NC[C@H](O)c3ccccc3)[C@H]12 | . | 10 | -1 | . | . | . | -5 | -2.7
Cc1ccc(C2=CC(c3ccccc3)n3ncnc3N2)cc1 (stereo not drawn) | -8 | -1 | 5 | -8 | 3 | -1 | 1 | 2.6
CC(=O)N1CCc2cc(S(=O)(=O)NC3CCCc4ccccc43)ccc21 (stereo not drawn) | 14 | -5 | -4 | 9 | . | . | 1 | .
CCOP(=O)(OCC)c1nc(/C=C/c2ccccc2)oc1NCc1ccccc1 | -3 | -5 | 0 | 8 | . | . | 2 | .
O=C(O)CC(Cc1ccc(Cl)cc1)C(=O)Nc1ccc([N+](=O)[O-])cc1 (stereo not drawn) | 3 | . | 4 | -16 | -3 | 11 | -1 | .
Cc1cc(O)ccc1Nc1nc(-c2sc(N)nc2C)cs1 | . | 2 | 8 | 5 | -16 | -19 | -5 | .
CCN1CCN(C(CNS(=O)(=O)c2ccc(OC)cc2)c2cccnc2)CC1 (stereo not drawn) | -6 | 19 | -5 | 64 | 13 | . | -1 | -0.8
O=C(CN1C(=O)S/C(=C\c2ccccc2F)C1=O)Nc1ccccc1O | 0 | 7 | -6 | -5 | -8 | -28 | 0 | -3.6
Cc1cccc(-n2ncc3c2CCCC3NC(=O)CCN2Cc3ccccc3C2=O)c1C (stereo not drawn) | 2 | -5 | 7 | -2 | 1 | -12 | 1 | 2.2
Cc1ccc(CNC(=O)c2ccc(N3CCC4(CC3)CC(c3ccccc3)=NO4)c(NC(=O)c3ccco3)c2)cc1 | -5 | -25 | -2 | 0 | 5 | -8 | 2 | -5.8
O=C(NCC[C@@H]1CC[C@@H](NC(=O)C2CCCC2)[C@H](CO)O1)c1cc(Cl)cc(Cl)c1 | -9 | -6 | 0 | -1[16.7 µM] | . | 0 | -3 | -5.3
O=c1c(-c2ccccc2)nnc2sc(COc3ccc(Br)cc3)nn12 | -4 | -1 | -6 | -1 | -2 | 34 | 0 | 2.1
Cc1c(C(=O)NCc2ccccc2)oc2ccc(S(=O)(=O)N3CCCC3)cc12 | . | 3 | 2 | -7 | 1 | 0 | -1 | -2.8
CC(C)(C)c1cc(CN2CCOCC2)c(C(=O)O)o1 | -2 | 5 | -7 | 3 | -14 | . | 1 | .
Cc1cc(C(=O)N/N=C/c2ccc(-c3ccccc3Cl)o2)n[nH]1 | . | 17 | 4 | -4 | 3 | 0 | -1 | .
CC(=O)c1ccc(NS(=O)(=O)c2cc3c(cc2C)N(C)CCO3)cc1 | 12 | -5 | -3 | 71 | 2 | -13 | 7 | -0.6
NC(=O)C1CCN(C(=O)c2cc(S(=O)(=O)N3CCOCC3)ccc2Cl)CC1 | 1 | -14 | . | 12 | -4 | 8 | -1 | 1.2
O=C(Nc1cccnc1)c1ccc([N+](=O)[O-])s1 | 17 | . | 2 | . | 0 | 20 | 0 | 2.1
CC(C)C#Cc1cnc2c(c1)C(=O)N([C@H](C)CO)C[C@@H](C)[C@H](CN(C)S(=O)(=O)c1cn(C)cn1)O2 | -7 | -10 | 1 | -7[16.7 µM] | -15 | 8 | 0 | -2.2
O=C(NCCc1ccncc1)[C@H]1[C@H](CO)[C@H]2Cn3c(ccc(-c4ccccc4)c3=O)[C@@H]1N2 | 5 | . | 0 | 2[16.7 µM] | . | 4 | 3 | -1.0
CCCN(C)C[C@H]1OCCCC[C@H](C)Oc2ccc(NS(=O)(=O)c3ccccc3)cc2C(=O)N([C@@H](C)CO)C[C@@H]1C | -30 | 4 | 1 | 1[16.7 µM] | 5 | -3 | 1 | -1.8
COc1ccccc1S(=O)(=O)N[C@@H]1CC[C@H](CC(=O)NCc2cccc(F)c2)O[C@H]1CO | -6 | 1 | 8 | 0[16.7 µM] | -18 | 11 | 15 | -1.3
COC(=O)C1CC2=C(CCC2=O)N(c2ccccc2)C1=O (stereo not drawn) | -9 | 9 | -3 | -7 | . | -4 | 2 | 2.8
Cc1c(C(=O)NC(=S)Nc2ccc(NC(=O)c3cccs3)cc2)oc2ccccc12 | . | -10 | -1 | 2 | 4 | 15 | 11 | -4.9
COc1ccc(C(c2oc(CO)cc(=O)c2O)c2oc(CO)cc(=O)c2O)cc1OC | . | -13 | 1 | . | 1 | 6 | 1 | 3.5
C[C@@H]1CN([C@H](C)CO)S(=O)(=O)c2ccc(C#Cc3ccccc3)cc2O[C@@H]1CN(C)C(=O)C1CC1 | -11 | 10 | 1 | -21[16.7 µM] | -12 | 27 | 6 | 1.4
CCC(=O)N/C(=N/c1nc(C)cc(C)n1)Nc1ccccc1 | -13 | 25 | -11 | . | 0 | 17 | 7 | -2.8
Cc1ccc(CS(=O)(=O)CCC(=O)NCCCOC(C)C)cc1 | -2 | 3 | -4 | -4 | . | . | 0 | .
COc1ccc(-c2cn(CCc3c[nH]c4ccccc34)nn2)cc1 | 25 | 12 | 13 | -6 | 0 | -10 | -1 | 2.1
CCn1ncc(C2=NOC(C(=O)Nc3cccnc3)C2)c1C (stereo not drawn) | -3 | -1 | -1 | 3 | 10 | 26 | 1 | .
Cc1sc2nc(CN3CCOCC3)nc(NS(=O)(=O)c3ccccc3)c2c1C | -5 | 1 | -2 | 1 | . | 7 | 1 | .
COc1ccc(CCNC(=O)C2CCC(=O)N(C3CCCCCC3)C2)cc1 (stereo not drawn) | 8 | -2 | -2 | -2 | -1 | -14 | 0 | 2.3
CC1CCCC(NC(=O)COC(=O)c2ccccc2NC(=O)c2ccco2)C1C (stereo not drawn) | 4 | . | 0 | ? | -4 | . | 0 | .
CCOC(=O)C1CCCN(C(=O)c2cccs2)C1 (stereo not drawn) | 28 | 0 | -5 | 1 | -10 | . | 0 | .
C[C@@H]1CN([C@H](C)CO)C(=O)c2cc(NC(=O)Nc3ccc4c(c3)OCO4)ccc2O[C@@H]1CN(C)Cc1ccncc1 | -4 | 7 | 0 | 15[16.7 µM] | 4 | 14 | -3 | 3.0
OCC1(CCOc2ccccc2)CCN(Cc2ccccc2C(F)(F)F)CC1 | -1 | 8 | -56 | 5 | -1 | 3 | 1 | -3.8
O=C(c1ccccc1)C1CN(Cc2ccccc2)CCC1(O)c1ccccc1 (stereo not drawn) | 0 | . | -4 | -5 | -4 | -36 | 0 | -0.5
CC(CCc1ccccc1)NC(=O)CNC(=O)N1CC(=O)Nc2ccccc21 (stereo not drawn) | 11 | 11 | 2 | 6 | 8 | 25 | 0 | 0.3
CCCCN1C(=S)NC[C@@H]1Cc1ccccc1 | -19 | 6 | 1 | -9 | 11 | -11 | 14 | 0.1
O=C(COC(=O)c1cccnc1)Nc1cccc2ccccc12 | 8 | . | -3 | . | 3 | 4 | 1 | 3.6
C[C@H](CO)N1C[C@H](C)[C@@H](CN(C)C(=O)Nc2cccc3ccccc23)OCCCC[C@H](C)Oc2ccc(NC(=O)c3ccncc3)cc2C1=O | 35 | -13 | 3 | -1[16.7 µM] | . | -8 | -1 | 0.6
CSc1nc(Cc2ccccc2)cc(=O)[nH]1 | 12 | -9 | . | 3 | -4 | 18 | . | 0.1
COC(=O)CCC(=O)NNC(=O)CCCOc1ccc(Cl)cc1Cl | . | -2 | -2 | -2 | . | . | 2 | .
C=C(C)CN=C1SC(C(=O)Nc2sc3c(c2C(=O)OC)CCC3)C(N)=C1C(N)=O (stereo not drawn) | . | . | 9 | -2 | -14 | -7 | -1 | 0.3
COc1ccc(CN2CCN(CCCc3ccccc3)C(CCO)C2)c(O)c1 (stereo not drawn) | 15 | 6 | 2 | 2 | 17 | . | 0 | -1.5
C[C@@H]1CN([C@H](C)CO)S(=O)(=O)c2ccc(Br)cc2O[C@@H]1CN(C)C(=O)CC1CC1 | . | 6 | 0 | 11[16.7 µM] | -2 | 0 | -3 | 1.5
Cc1noc(C)c1S(=O)(=O)N(C)C[C@H]1OCCCC[C@@H](C)Oc2ccc(NC(=O)Cc3ccccc3)cc2C(=O)N([C@H](C)CO)C[C@@H]1C | . | 8 | 1 | 5[16.7 µM] | . | -9 | -3 | -1.2
Cc1ccccc1OCc1nnc(SCC(=O)NC2CCCCC2)o1 | 54 | 5 | 0 | -2 | -9 | 6 | -1 | 0.3
CCNC(=S)NCc1ccc(OC)c(OC)c1 | -3 | 4 | 1 | -1 | -7 | . | 0 | 0.5

Source: PubChem (Broad Institute)
